FXIa inh: blocks human coagulation factor XIa protease activity | purified FXIa, Boc-Glu-Ala-Arg-AMC fluorogenic substrate | inhibition, % at 5 µM | actives 0.14% (n = 220,000) | AID 798;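 active means inhibition of at least 40%; inactive means inhibition below 40%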;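 further: fluorescence of freed AMC excited at 355 nm; 0% = enzyme without compound and 100% = no enzyme blank; many of its hits are not listed in these tables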
Target sequence (P03951 19-387 limits assumed): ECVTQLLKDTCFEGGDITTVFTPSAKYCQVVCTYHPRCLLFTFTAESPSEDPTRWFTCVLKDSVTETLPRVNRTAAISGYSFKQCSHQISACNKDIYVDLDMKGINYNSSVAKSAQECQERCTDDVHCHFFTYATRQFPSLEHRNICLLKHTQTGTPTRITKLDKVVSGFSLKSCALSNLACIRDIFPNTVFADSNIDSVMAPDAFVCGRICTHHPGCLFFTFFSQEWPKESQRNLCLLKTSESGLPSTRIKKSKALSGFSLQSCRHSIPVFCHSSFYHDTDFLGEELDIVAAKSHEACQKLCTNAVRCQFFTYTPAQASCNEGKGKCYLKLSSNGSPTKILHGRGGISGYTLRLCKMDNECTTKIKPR
Target sequence (P03951 388-625 limits assumed): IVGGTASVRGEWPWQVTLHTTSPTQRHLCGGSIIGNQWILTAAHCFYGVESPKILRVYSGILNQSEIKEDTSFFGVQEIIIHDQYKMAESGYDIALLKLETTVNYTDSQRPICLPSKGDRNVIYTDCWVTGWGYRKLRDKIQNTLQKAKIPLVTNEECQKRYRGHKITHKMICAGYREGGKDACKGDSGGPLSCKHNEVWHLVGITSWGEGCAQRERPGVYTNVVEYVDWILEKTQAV
PPC-1+TRAIL kill: kills PPC-1 cancer cells in the presence of TRAIL; PPC-1 cells + TRAIL, ATPLite viability luminescence; AID 1443; actives 0.41% (n = 220,000); cell killing (% activity), % at 4 µM;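 active means cell killing above 50% in the first pass at 4 µM, then a duplicate retest at 5 µM averaging 50% or more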;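 further: plate controls were cells with TRAIL plus DMSO for no effect and medium-only wells lacking cells for full effect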
L929 necroptosis: L929 zVAD cell death inhibition; actives 0.38% (n = 220,000); viability rescue, % at 10 µM; L929 zVAD necroptosis rescue, ATP luminescence, 24 h; with zVAD 60 µM;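 active means activation, scaled between plate controls, above about 75%, limit read from the data; inactive means activation under that limit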;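 further: 0% = zVAD with DMSO and 100% = DMSO alone without zVAD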
PGE2 EP2 inh: inhibitors of human EP2 prostaglandin E2 receptor | P43116 | AID 1422 | inhibition, % at 25 µM | actives 0.52% (n = 260,000) | C6 glioma cells expressing human EP2, cAMP TR-FRET; cells stimulated with saturating PGE2;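 active means percent inhibition above 40 after rounding to a whole number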;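 further: rat C6 glioma host cells with rolipram phosphodiesterase inhibitor present; the protocol text gives 20 µM as final concentration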
Target sequence (P43116 whole entry, looked up): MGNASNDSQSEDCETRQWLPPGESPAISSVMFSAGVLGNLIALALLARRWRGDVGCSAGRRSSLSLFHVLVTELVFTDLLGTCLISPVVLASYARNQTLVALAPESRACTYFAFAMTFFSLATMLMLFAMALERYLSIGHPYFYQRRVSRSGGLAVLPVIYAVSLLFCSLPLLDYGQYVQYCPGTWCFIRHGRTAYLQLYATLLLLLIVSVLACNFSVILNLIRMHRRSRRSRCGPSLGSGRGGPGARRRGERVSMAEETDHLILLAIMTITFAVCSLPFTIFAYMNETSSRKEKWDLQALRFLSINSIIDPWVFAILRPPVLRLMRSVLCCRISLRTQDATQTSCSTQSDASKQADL
FXIIa inh: blocks human coagulation factor XIIa protease activity | P00748 | purified FXIIa, Boc-QGR-AMC fluorogenic substrate, 2 h | inhibition, % at 5 µM | actives 0.3% (n = 220,000) | AID 800; in the data active means inhibition above about 40%;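 further: 0% = enzyme with no compound and 100% = blank without enzyme; many of its hits are not listed in these tables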
TNF death inh: blocks TNF-alpha induced death of Jurkat FADD-/- cells. Jurkat FADD-/- TNF necroptosis rescue, ATP luminescence, 24 h; 0 = TNF only, 100 = no-TNF cells. activation (protection from cell death), % at 10 µM. actives 0.068% (n = 220,000). AID 463075;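 active means activation, meaning protection from cell death, of at least 50% relative to plate controls; inactive means activation below 50%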;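 further: necroptosis triggered by 40 ng/mL TNF-alpha added together with compound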
CHOP inh: blocks CHOP induction under ER stress; CHO-K1 CHOP-promoter luciferase, tunicamycin-induced, 15-18 h; inhibition, % at 10 µM; AID 2732; actives 3.8% (n = 220,000);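 active means compounds that reduced the stress-induced luciferase reporter signal by more than about 70% of percent inhibition, limit read from the data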;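 further: 0% = tunicamycin plus vehicle and 100% = wells without tunicamycin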
Wee1 stabilizer: blocks degradation of human Wee1 kinase | P30291 | HeLa Luc-Wee1K328M stability, luciferase luminescence; 100% = proteasome inhibitor MG132 effect | reporter increase, % at 5 µM | actives 1.2% (n = 220,000) | AID 1321;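 active means activation above the mean of all tested compounds plus 3 SD, set per screening run, cut at about 8.8% in these data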;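 further: cells exposed to compound for 20 h before luminescence read; 0% = DMSO alone and 100% = MG132 at 30 µM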
Tb hexokinase: blocks Trypanosoma brucei hexokinase 1 activity; recombinant TbHK1, G6PDH-coupled NADH A340; inhibition, % at 10 µM; actives 0.11% (n = 220,000); AID 1430;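 active means inhibition of 50% or more in the single-dose primary screen; inactive means inhibition below 50%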
An asterisk follows results filed as active; x = no result given; & = joins results of further samples; [ ] = remark or other dose. These rows are one share of the data, so the mix of outcomes need not match the whole.

SMILES	Wee1 stabilizer	Tb hexokinase	FXIa inh	FXIIa inh	PGE2 EP2 inh	TNF death inh	L929 necroptosis	CHOP inh	PPC-1+TRAIL kill
Cc1ccc(C)c(NC(=O)CSc2nnc(CCCCCNC(=O)OC(C)(C)C)o2)c1	1	9	-11	-5	10	-1.4	0.0	32	12
Cc1c(C#N)c2ncn(Cc3ccccn3)c(=O)c2n1-c1ccccc1	-4	1	-3	6	14	-1.0	0.4	-38	23
O=c1cc(CSc2nc3ccccc3[nH]2)c2ccccc2[nH]1	0	-15	6	17	9	0.4	0.8	32	31
O=C(c1ccc(Br)cc1)c1cc([N+](=O)[O-])ccc1N1CCOCC1	1	-8	0	5	6	-3.7	-2.5	14	-51
COc1cccc(CN(C(=O)c2cc3ccccc3oc2=O)C2CC2)c1	4	-6	17	13	10	-1.3	0.0	1	-2
CC(C)C(=O)Nc1ccc(S(=O)(=O)Nc2ccccn2)cc1	1	-2	-1	1	7&10	0.2	0.0	-13	7
O=C1C(=O)N(CCc2c[nH]c3ccccc23)C(c2cccnc2)/C1=C(/O)c1ccccc1 (stereo unspecified)	-3	-23	-6	0	6	0.5	1.2	-13	-5
CC(C)OC(=O)c1c(N)sc2c1CCCC2	0	5	x	x	x	-2.2	0.2	x	x

Quoted at random: three compounds from above, in no set order.
SMILES	Wee1 stabilizer	Tb hexokinase	FXIa inh	FXIIa inh	PGE2 EP2 inh	TNF death inh	L929 necroptosis	CHOP inh	PPC-1+TRAIL kill
O=c1cc(CSc2nc3ccccc3[nH]2)c2ccccc2[nH]1	0	-15	6	17	9	0.4	0.8	32	31
O=C1C(=O)N(CCc2c[nH]c3ccccc23)C(c2cccnc2)/C1=C(/O)c1ccccc1 (stereo unspecified)	-3	-23	-6	0	6	0.5	1.2	-13	-5
CC(C)C(=O)Nc1ccc(S(=O)(=O)Nc2ccccn2)cc1	1	-2	-1	1	7&10	0.2	0.0	-13	7

Following part:
SMILES	Wee1 stabilizer	Tb hexokinase	FXIa inh	FXIIa inh	PGE2 EP2 inh	TNF death inh	L929 necroptosis	CHOP inh	PPC-1+TRAIL kill
Cc1ccccc1OCC(=O)Nc1cccc(C(=O)O)c1	-6	-1	-1	7	3	0.0	-0.1	89*	35
CCOC(=O)C1(Cc2ccc(OC)cc2)CCN(C(=O)CN2CCOC2=O)CC1	1	1	-3	3	8	1.4	0.0	-5	-1
CC(C)Cn1c(N)c(C(=O)COC(=O)c2ccccc2Cl)c(=O)n(C)c1=O	-1	-3	-6	6	11	-3.0	1.0	22	-2
CC(=O)OCC(=O)c1c[nH]c2ccccc12	0	-6	0	9	9&16	-0.5	2.1	4	3
COc1ccc(CC(=O)N/N=C(/C)c2ccco2)cc1	-2	1	-5	0	13	1.1	0.6	0	4
N#CCCn1cc(C(=O)Nc2ccccc2Br)c(-c2cccs2)n1	0	2	-2	8	6	-0.4	x	-13	-16
N#Cc1c(-c2ccc(Cl)cc2)ccn2nc(CCC(=O)O)nc12	4	-10	-1	18	16	0.4	-0.5	-5	8
Cn1c(=O)c2c(ncn2CC(=O)OCC(=O)Nc2ccccc2)n(C)c1=O	-3	1	-3	-1	4	0.6	0.9	7	-1
CS(=O)(=O)c1ccc(S(=O)CC(=O)OCc2ccccc2)c([N+](=O)[O-])c1 (stereo unspecified)	4	-2	4	3	8	-16	24	107*	13
CC(=O)Nc1ccc(NC(=O)Cn2c(=O)n(-c3ccccc3)c(=O)c3oc4ccccc4c32)cc1	4	0	-2	10	5	0.0	1.6	8	9
Cc1cc(C=C2C(=O)c3ccccc3C2=O)c(C)n1-c1ccc(C(=O)O)cc1	-1	-3	1	4	3	-1.9	0.8	-3	8
N#Cc1ccc(-c2ccccc2)nc1SCCN1CCOCC1	-1	-6	3	6	3	2.2	0.3	32	16
COc1ccccc1NC(=O)COC(=O)/C=C/c1ccccc1[N+](=O)[O-]	7	-1	8	5	5	1.1	1.0	19	14
Cc1ccc(/C(O)=C2/C(=O)C(=O)N(CCN3CCOCC3)C2c2ccccn2)cc1 (stereo unspecified)	2	-24	-2	-1	10	-1.4	0.9	15	12
Cc1ccc(C(=O)COC(=O)CNC(=O)c2ccc(Br)o2)cc1[N+](=O)[O-]	-2	-13	3	7	14	1.6	-0.6	0	1
COc1cccc(C2=NOC(C(=O)NCc3cccs3)C2)c1 (stereo unspecified)	5	-7	-3	-21	6	-6.4	0.2	19	6
CC(C)(C)OC(=O)NNC(=O)Nc1ccccc1C(F)(F)F	6	0	-4	4	7	-0.3	0.8	-11	5
c1ccc(CN2CCC(Nc3nc(-c4cccnc4)nc4ccccc34)CC2)cc1	-1	-7	-3	6	19	1.6	67	31	25
CCCc1cc2c(=O)c(-c3ccccn3)c(C)oc2cc1O	0	-22	22	25	15	-1.5	-1.5	7	16
COC(=O)c1cc(-c2ccc(OC)cc2)on1	0	0	-7	6	1	1.1	1.7	-19	12
Cc1ccc(-c2csc(/C=C3\SC(C)C(=O)N3CC(=O)Nc3ccccc3F)n2)cc1 (stereo unspecified)	3	-9	-2	7	6	0.0	-0.1	93*	27
Cc1cc(-n2c(C)cc(C(=O)CSc3nc(N)cc(=O)[nH]3)c2C)no1	-3	-10	0	10	8	-4.7	-1.0	12	4
Cc1ccc(C2Nc3cccc4cccc(c34)N2)s1	-1	-19	3	11	7	-3.3	1.4	-30	8
O=C(O)c1cc(S(=O)(=O)N2CCCCC2)sc1Cl	-1	2	1	4	2	0.6	0.6	16	0
COc1ccc(CNC(=O)c2c(-c3cc(Cl)c(OC)c(Cl)c3)noc2C)cc1	0	-1	1	-8	14	0.8	0.0	47	0
COCCN(C(=O)Cc1cccs1)c1nnc(-c2cccnc2)s1	3	-1	6	21	5	0.1	0.8	4	-6
COc1cccc(/C=C/C(=O)OCC(=O)Nc2cc(C(F)(F)F)ccc2Cl)c1	-2	2	-2	-5	2	2.2	1.0	15	-7
NS(=O)(=O)c1cccc(NC(=O)CN2CCc3ccccc32)c1	2	7	4	19	4	-0.1	-0.5	21	-5
C=CCn1c(CCn2c3ccccc3c3ccccc32)n[nH]c1=S	0	1	9	16	6	-0.4	0.9	21	0
Cn1c(=O)c2c(SCC(=O)NCc3ccco3)nc(CC(C)(C)C)nc2n(C)c1=O	0	-5	-1	10	14	-3.0	-1.1	54	7
COc1cc(C)nc(OCCNC(=O)COc2ccc(Cl)cc2C)n1	0	1	-5	-1	14&14	-1.0	-0.1	30	12
Cc1scc(C(=O)NNC(=S)NC(C)c2ccccc2)c1C (stereo unspecified)	0	-4	2	6	11	0.2	1.3	-43	13
O=S(=O)(NCC1COc2ccccc2O1)c1ccc2ccccc2c1 (stereo unspecified)	-4	33	4	4	6	0.7	0.6	64	20
Cc1ccc(CN(CC(=O)N/N=C/c2ccco2)S(=O)(=O)c2ccc(C)cc2)cc1	5	6	-13	4	14	-0.6	-0.5	-1	-24
Cc1ccnc(N2C(=O)C3C4CC(C(Br)C4Br)C3C2=O)c1 (stereo unspecified)	3	8	31	14	5	-1.3	-0.3	16	0
COc1cccc(-n2c(SC)nnc2-c2c[nH]c3ccccc23)c1	-2	0	17	25	13	-2.3	0.6	25	-2
Cc1ccc2nc(-c3ccc(NC(=O)CN(C)S(=O)(=O)c4ccccc4)cc3)sc2c1	5	-2	1	9	7	-0.3	4.5	3	18
Cc1nn(-c2ccccc2)c(C)c1/C=N/n1c(-c2ccccc2Br)n[nH]c1=S	-2	-1	-3	7	14	-0.1	0.5	-10	17
O=C(CSc1ccc(-c2ccco2)nn1)NCCc1ccccc1	0	-8	-2	7	7	1.0	0.9	32	23
Cc1cccc(NCc2cc(Cl)cc(Cl)c2O)n1	-1	4	8	16	0	1.4	-0.9	40	37
CC(NC(=S)N1CCN(c2ccccc2)CC1)c1ccccc1 (stereo unspecified)	0	7	-2	11	7	-0.3	-0.7	34	7
CCC(=O)Nc1cc2nn(-c3ccc(C)cc3)nc2cc1C	0	-12	9	5	1	0.6	3.7	91*	59*[5 µM]
CC(=O)NCc1ccc(-c2csc(N)n2)s1	-2	-7	-1	9	9	0.5	2.9	1	12
CCC(C)N1CCCCC1C(=O)Nc1c(C)cc(C)cc1C (stereo unspecified)	0	8	-7	3	15&0	-0.5	-0.7	7	0
COc1cccc(/C(O)=C2/C(=O)C(=O)N(CCN(C)C)C2c2ccc(Br)cc2)c1 (stereo unspecified)	1	-33	6	12	8	-0.5	1.1	28	10
Cn1c(=O)c2c(nc(Cl)n2CC(=O)N2CCCCC2)n(C)c1=O	-1	0	-4	5	5	0.9	1.0	-3	4
O=C(CSc1nnnn1C1CCCCC1)Nc1nc2c(s1)CCCC2	-1	8	5	0	1	3.0	2.0	51	-8
COc1cccc(/C=N/NC(=O)c2ccoc2C)c1O	4	-22	4	14	9	-18	0.6	55	-7
Cc1ccc(S(=O)(=O)CC(=O)c2ccc(C(C)(C)C)cc2)cc1	2	8	8	18	21	-0.2	0.3	60	-20
O=C(Nc1nccs1)C1C2/C=C\CCCCC21 (stereo unspecified)	3	2	2	7	9	0.2	0.9	24	1
Cc1cc(C)c(NC(=O)CSc2nccn2C)c(C)c1	1	31	0	1	7	1.1	0.8	17	23
CS(=O)(=O)N(CC(=O)N1CCN(c2ccccc2)CC1)c1ccccc1Cl	-1	-2	x	x	17	0.9	-0.8	x	x
CCOC(=O)c1noc(C)c1C(=O)Nc1nc(C)cc(C)n1	-4	4	-3	7	6	0.2	0.2	-13	-7
CC(=O)C1=C(C)N(CC2CC2)C(=O)N[C@H]1c1cccs1	-1	-7	10	16	7	1.2	2.5	-6	-16
Cn1c(SCC(=O)Nc2ccc3nc(SCC(=O)NC4CC4)sc3c2)nnc1-c1ccccc1	-1	-5	4	9	4	4.1	0.4	17	3
CC(=O)c1ccc(N2CCN(C(=O)Cc3n[nH]c(=O)c4ccccc34)CC2)cc1	1	-26	-1	5	8	1.3	0.6	21	-6

Following part.
SMILES	Wee1 stabilizer	Tb hexokinase	FXIa inh	FXIIa inh	PGE2 EP2 inh	TNF death inh	L929 necroptosis	CHOP inh	PPC-1+TRAIL kill
COc1cc(/C=N/NC(=O)c2cnccn2)cc(OC)c1OC	-2	-50	4	15	18	0.5	-0.3	3	-6
Cc1nn(C)cc1/C=C1\CCC/C(=C\c2cn(C)nc2C)C1=O	1	-40	-7	-3	9	-8.6	0.2	-1	8
O=C(NCc1csc(-c2ccccc2)n1)c1ccco1	3	-1	3	15	11	-2.3	0.4	-24	21
O=C(COC(=O)c1cc[n+]([O-])cc1)NCc1ccccc1Cl	3	-1	-7	8	10	-0.3	2.2	2	8
O=C(CCSc1nnc(-c2ccncc2)o1)Nc1cccc2ccccc12	-2	4	0	11	14	0.5	0.0	31	21
O=C(CSc1nc2ccccc2c(=O)n1-c1ccc(OC(F)F)cc1)NCc1cccs1	0	-9	-2	-2	9	2.3	0.7	7	14
CCC1C(=O)NCCN1C(=O)c1ccccc1OC1CCN(S(C)(=O)=O)CC1 (stereo unspecified)	0	-6	-2	3	4	1.0	0.2	1	x
Cc1ccc(/C=C/C(=O)N2CCc3ccccc3C2)cc1	-2	1	5	14	x	-0.1	-0.2	72*	32
CC(C)/C(=N\NS(=O)(=O)c1ccc(Br)cc1)c1cccs1	-3	-1	-3	3	7	-0.1	0.9	4	31
CCOC(=O)N1CCC(c2cc(=O)n3[nH]cc(C(=O)OC)c3n2)CC1	-2	-3	8	13	12	1.2	0.1	18	2

Screens (PubChem)
